Bioassay records as filed in PubChem BioAssay.
FBPA Giardia inh – qHTS Assay for Inhibitors of Fructose-1,6-bisphosphate Aldolase from Giardia Lamblia | A8B2U2 | purified Giardia FBPA | Potency, µM (doses to about 59.6 µM), inactives show top-dose activity, negative = inhibition, hits mostly inhibitors | 290,000 tested, 0.71% active | AID 2451, 2010; also: potency is read from the fitted curve at half-maximal effect; nearly all actives have a fitted effect of over 55% in size
Target sequence (A8B2U2 whole entry, looked up): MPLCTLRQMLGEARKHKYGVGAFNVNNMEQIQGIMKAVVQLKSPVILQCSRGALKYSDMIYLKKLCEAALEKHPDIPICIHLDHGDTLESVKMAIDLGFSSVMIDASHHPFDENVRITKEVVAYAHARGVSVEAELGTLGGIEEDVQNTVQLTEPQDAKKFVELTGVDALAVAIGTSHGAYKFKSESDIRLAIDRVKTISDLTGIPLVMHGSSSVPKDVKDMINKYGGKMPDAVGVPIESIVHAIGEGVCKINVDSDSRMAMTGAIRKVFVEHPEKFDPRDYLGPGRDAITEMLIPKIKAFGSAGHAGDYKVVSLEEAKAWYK
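Giardia FBPA (40 nM reagent) was preincubated 10 min at RT with compound (up to 57.5 uM final), then substrate plus GAPDH/TPI/NAD/arsenate coupling system with diaphorase/resazurin was added; resorufin fluorescence (525/598 nm) was read after 20 min.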
HCMV antiviral – qHTS Assay for inhibitors of the human cytomegalovirus (HCMV). HFF cells, HCMV-luciferase reporter, 72 h; active compounds read low. 410,000 tested, 4.5% active. activity change, negative = inhibition, % at 57.5 µM; in the data active = activity change below about -60%; inconclusive = no clear call, values can overlap the other calls; inactive = above about -39%
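After 16 h attachment at 37C, HFF cells received test compound and HCMV-luciferase (1 PFU/cell); reporter luminescence read 72 h later, data normalized against buffer-only and known inhibitor Salinomycin.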
Sm TGR inh – qHTS Assay for the Inhibitors of Schistosoma Mansoni Peroxiredoxins; Schistosoma mansoni thioredoxin glutathione reductase (TGR), Q962Y6; purified TGR, DTNB reduction, TNB absorbance 405 nm; Potency, µM (doses to about 114 µM), inactives show at the top dose activity change, negative = inhibition, actives largely listed as inhibitors; 360,000 tested, 3% active; AID 485364, 2010; also: potency is read from the fitted curve at half-maximal effect; nearly all actives have a fitted effect of over 60% in size
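Kinetic colorimetric format: TGR-catalysed, NADPH-driven DTNB reduction monitored via TNB absorbance. Enzyme dispensed at 20 nM; compound exposure 15 min at room temperature before reaction start.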
AMA1-RON2 inh – qHTS for Inhibitors of AMA1-RON; Towards Development of Antimalarial Drug Lead: Primary Screen | Plasmodium falciparum AMA1 (3D7) - RON2 peptide interaction | AlphaScreen AMA1-biotinylated RON2 peptide binding | Potency, µM (top dose mostly 58.2 µM), for the others: at the highest dose activity change, negative = inhibition, hits mostly inhibitors | 360,000 tested, 0.2% active | AID 720542, 2013;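 also: potency is read from the fitted curve at half-maximal effect; 0% = vehicle wells and -100% = peptide control; nearly all actives have a fitted effect of over 45% in size; some results filed as inactive show a strong effect at the top dose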
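AMA1 (3D7) with his tag at 25 nM final met compounds first, then biotinylated RON2 peptide at 25 nM; detection used donor plus acceptor beads, 10 µg/mL apiece, read by AlphaScreen after 30 min at room temperature.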
HCV inhibitor – qHTS Assay for Inhibitors of Hepatitis C Virus (HCV); Huh7.5.1 HCVcc-Cre infection, luciferase reporter, 44 h; Potency, µM (top dose mostly 41.8 µM), without a hit: at the top dose activity change, negative = inhibition, actives largely listed as inhibitors; 340,000 tested, 3.4% active; also: potency is read from the fitted curve at half-maximal effect
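Cells seeded at 1,000/well and cultured 4 h, then compounds added followed by HCVcc-Cre virus (~0.5 moi). After 44 h further culture, luciferase substrate was added, plates held 15 min at room temperature, and luminescence read for 15 sec.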
AmpC inh detg – qHTS Inhibitors of AmpC Beta-Lactamase (assay with detergent); P00811; AmpC hydrolysis of nitrocefin, absorbance 480 nm, 0.01% Triton; Potency, µM (titrated, usually from 114 µM), for the others: at the top dose activity change, negative = inhibition, hits mostly inhibitors; 370,000 tested, 0.041% active; AID 485294, 2010;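 also: potency is read from the fitted curve at half-maximal effect; 0% = no-compound wells and -100% = no-enzyme wells; nearly all actives have a fitted effect of over 25% in size; some results filed as inactive show a strong effect at the top dose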
Target sequence (P00811 whole entry, looked up): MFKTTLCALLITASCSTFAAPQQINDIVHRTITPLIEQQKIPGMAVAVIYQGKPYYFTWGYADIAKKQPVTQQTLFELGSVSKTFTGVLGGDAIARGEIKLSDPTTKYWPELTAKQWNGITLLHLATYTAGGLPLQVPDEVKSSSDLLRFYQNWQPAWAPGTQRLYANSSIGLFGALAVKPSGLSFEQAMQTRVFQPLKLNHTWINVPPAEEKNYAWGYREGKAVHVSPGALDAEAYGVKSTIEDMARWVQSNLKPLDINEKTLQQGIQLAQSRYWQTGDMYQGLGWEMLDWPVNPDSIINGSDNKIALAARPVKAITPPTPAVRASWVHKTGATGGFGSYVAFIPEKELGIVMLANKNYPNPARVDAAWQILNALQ
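AmpC (5.3 nM in the dispensed reagent) in 20 mM phosphate pH 7.0 with 0.01% (detergent screen) or 0.0001% Triton X-100 was preincubated with compounds for 15 min at room temperature. Nitrocefin was then added from an 800 uM solution, and hydrolysis was followed at 480 nm.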
* = called active by the depositor; ? = inconclusive; . = no result given; & = joins results of further samples; [ ] = dose if it differs, or a comment. Unless noted, calls follow the shape of the dose curve; as a rule, active = well fitted curve in the direction sought with a large enough effect; inconclusive = small, poorly fitted or top-dose-only effect, or another doubt; inactive = no such curve, though single readings can be large; an effect the other way counts as inactive or inconclusive. Unless noted, % is scaled to controls: 0 for no effect and ±100 for the full control effect.

#	SMILES	HCMV antiviral	AMA1-RON2 inh	Sm TGR inh	HCV inhibitor	FBPA Giardia inh	AmpC inh detg
1	Cc1ccccc1CSc1nnc(C)c(=O)n1N	25	6%	-4%	25%	-1%	-5%
2	CN(C)CCCN(C(=O)CCc1ccccc1)c1nc2ccc(F)cc2s1	-12	0%	-7%	?	-7%	-5%
3	Cc1ccc(C)c(C(=O)Nc2cc(C)nn2-c2nc(C)cc(C)n2)c1	-27	-10%	-4%	?	3%	-12%
4	Cc1nnc(N2CCc3ccccc3C2)[nH]c1=O	11	10%	5%	16%	3%	-2%
5	CCCCN1C(=O)Nc2ccccc2S1=O (configuration not stated)	1	1%	-4%	16%	-1%	?
6	Cc1nnc(SCc2ccc([N+](=O)[O-])cc2)o1	-14	1%	28%	5%	-5%	6%
7	CN(C)CCCO/N=C(\c1ccccc1)c1ccncc1	-35	-17%	0%	8%	?	?
8	Cc1c(CNCCCc2ccccc2)c(C(=O)O)c(C)n1Cc1cccc(Cl)c1	-28	.	-3%	.	.	20%
9	COc1cc(-c2nc3ccc(Cl)cn3c2Nc2ccc3c(c2)OCO3)ccc1O	-24	.	-4%	.	.	-3%
10	COc1ccc(C(=O)c2c[nH]c(C(=O)NCc3cccnc3)c2)cc1	-14	4%	-7%	12%	9%	-4%
11	Cc1ccc(-n2c(=O)c3oc4ccccc4c3n(CC(=O)Nc3ccc(F)c(Cl)c3)c2=O)cc1C	1	.	3%	.	.	0%
12	CCN(C(=O)CN1CCCCC1)c1c(N)n(Cc2ccccc2)c(=O)[nH]c1=O	34	-3%	-1%	?	.	?
13	Cc1ccc(NC(=O)C(C)Sc2nc3c(c(=O)[nH]2)CCCC3)cc1Cl (configuration not stated)	-9	.	-5%	.	.	0%
14	CNC(=O)c1nn(-c2ccccc2)ccc1=O	-4	0%	4%	-5%	2%	-2%
15	CC(C)Cc1nnc(NS(=O)(=O)Cc2ccccc2)s1	20	5%	3%	2%	15%	-4%
16	Cc1cc(Br)ccc1NC(=O)CN(C)C(=O)CNC(=O)Cc1ccccc1	-12	8%	-5%	-19%	.	-1%
17	CCNC(=O)NC(=O)C(C)Sc1nc2cc(C(=O)OC)ccc2c(=O)n1-c1ccccc1 (configuration not stated)	-3	-2%	7%	-5%	0%	-12%
18	Cc1ccc(S(=O)(=O)N(CCO)c2cc3c(s2)CCCC3)cc1	-2	-1%	-31%	?	0%	?
19	O=S(=O)(NCc1ccccc1)c1ccccc1Br	-17	3%	-1%	11%	-24%&-21%	4%
20	CCN(CC(=O)NCc1cccs1)C(=O)c1cccc(S(=O)(=O)Nc2ccc(F)cc2)c1	6	3%	.	-8%	.	.
21	CCOC(=O)C1(Cc2cccc(OC)c2)CCCN(C(=O)c2cc(C)[nH]n2)C1 (configuration not stated)	-27	-11%	6%	-10%	0%	-3%
22	Cn1c(=O)n(C)c2cc(N3CCCCC3)c(NC(=O)c3c(F)cccc3F)cc21	-1	.	-1%	.	.	3%
23	CC(=O)N1CCC2(CC1)CC(=O)c1cc(OCC(=O)N3CCN(C)CC3)ccc1O2	25	-1%	0%	23%	5%	-1%
24	O=C(CN1CC(=O)Oc2ccccc21)NCc1ccco1	-9	77%[activator]	?	8%	?	-9%
25	CCOP(C)(=O)C1(C(=O)OCc2ccccc2)CC1 (configuration not stated)	27	-6%	0%	26%	5%	-10%
26	CC1CCN(S(=O)(=O)c2ccc3nc(-c4ccccn4)cc(C(=O)NCCN(C)Cc4ccccc4)c3c2)CC1	-1	3%	-6%	-1%	3%	-13%
27	CCO[C@@H]1OC(C(=O)N2CCOCC2)=C[C@H](c2ccccc2)[C@H]1CCCO	12	73%[activator]	-3%	22%	-3%	1%
28	N#Cc1cc(C(=O)c2ccccc2OCC(=O)Nc2ccccc2)cn(C2CCCCC2)c1=O	?	-5%	-5%	5%	6%	-2%
29	COC(=O)c1ccc(OCC(O)CN(CCO)CC(O)Cn2ccc3ccccc32)cc1 (configuration not stated)	24	9%	5%	?	4%	-12%
30	CCOC(=O)c1cccc(NC(=O)CCc2c(C)nc3c4cccnc4nn3c2C)c1	-6	.	5%	.	.	13%
31	Cc1cccc(C(C)C)c1NC(=O)c1ccc2c(c1)CCN2S(C)(=O)=O	-11	.	0%	.	.	16%
32	O=C(CSc1ccccc1C(=O)O)Nc1ccc2c(c1)OCO2	1	17%	-3%	5%	.	?
33	COc1ccc(CN2C(=O)c3cccnc3C2Nc2ccc(OC)c(Cl)c2)cc1 (configuration not stated)	10	-18%	-15%	0%	-1%	-4%
34	Cc1sc2ncnc(N3CCC(C(=O)N(C)CC(=O)Nc4ccccc4Br)CC3)c2c1C	-63*	94%[activator]	1%	?	.	1%
35	O=C(Nc1ccc(S(=O)(=O)N2CCCCC2)cc1)c1ccccc1F	3	-3%	6%	?	12%	-6%
36	COc1cc(C(=S)N2CCOCC2)ccc1OS(=O)(=O)c1ccc(Cl)cc1	-19	0%	-18%	5%	6%	-12%
37	CCN(CC(=O)NCc1ccc(F)cc1)C(=O)c1ccc(C(=O)c2ccccc2)cc1	-28	5%	33%	?	7%	-4%
38	Cc1ccc(-c2ccc3nnc(SCC(=O)NCC4CCCO4)n3n2)cc1 (configuration not stated)	0	-10%	15%	-15%	6%	1%
39	O=C(c1cc(-c2cccs2)on1)N1CCc2ccccc2C1	14	11%	0%	16%	-12%	?
40	Cc1ccc(/C=N/NC(=S)NC(C)C)o1	13	135%[activator]	-29%	?	-5%	-5%
41	COc1ccccc1-c1nc2n(n1)C(c1ccc(Cl)cc1)C(C(N)=O)=C(C)N2 (configuration not stated)	56	29%	-13%	13%	12%	-6%
42	CCOc1ccc(S(=O)(=O)N2CCC(C(=O)NCCc3ccc(OC)c(OC)c3)CC2)cc1	-2	0%	2%	-4%	8%	0%
43	CCOc1cc(C2C(C(=O)OC)=C(C)NC3=C2C(=O)c2ccccc23)cc(Cl)c1O (configuration not stated)	?	.	-11%	.	.	1%
44	CC(=O)c1ccc(NC(=S)N2C(C)CCCC2C)cc1 (configuration not stated)	.	.	35µM*	.	-1%	-3%
45	O=C(C1=C[C@H](c2ccc(C(F)(F)F)cc2)C[C@H](OCc2ccc(CO)cc2)O1)N1CCCCCCC1	.	7%	-35%	1%[8.37 µM]	-4%	3%
46	CCCc1nnc(NC(=O)CCC(=O)N2CCN(Cc3cc(Cl)ccc3OC)CC2)s1	-18	-1%	-13%	-6%	.	-6%
47	CC(C)(C)NC(=O)C(c1ccccn1)N(C(=O)C1CSC(=O)C1)c1ccc(F)cc1 (configuration not stated)	38	5%	0%	14%	4%	?
48	Cn1c(=O)oc2cc(S(=O)(=O)NCCC(=O)NCCc3ccccc3)ccc21	29	-9%	-7%	7%	-2%	-2%
49	O=C(/C=C/c1ccccc1Cl)NC1CCCCC1	35	0%	6%	-5%	6%	-4%
50	O=C(c1ccc2c(c1)CCN2S(=O)(=O)c1ccccc1)N1CCN(c2ccc(F)cc2)CC1	-30&-21	-10%	-10%&-1%	-22%	.	2%&15%
51	O=C(CCc1ccccc1)NC1C2CC3CC(C2)CC1C3 (configuration not stated)	-19	0%	-25%	6%	-5%	?
52	O=C(COc1ccc(Cl)cc1Cl)N/N=C/c1ccc(OC2OC(CO)C(O)C(O)C2O)cc1 (configuration not stated)	-79*	-12%	-6%	3%	7%	2%
53	COCCn1c(N)c(N(Cc2ccccc2)C(=O)c2ccc(-c3ccc(Cl)cc3)o2)c(=O)[nH]c1=O	-7	-15%	-28%	-3%	.	-2%
54	COc1ccc(CCNC(=O)CCc2ccc(S(=O)(=O)NC(C)C)cc2)cc1OC	11	-6%	-12%	38%[activator]	1%	-5%
55	CC(C)(C)c1cc(NC(=O)c2cccc([N+](=O)[O-])c2)no1	.	1%	3%	-19%	3%	7%
56	Cc1c(Cl)cccc1NC(=O)C1CCCCC1	-4	.	9%	.	2%	8%
57	CCOC(=O)N1CCN(CC(O)COCc2ccccc2)CC1 (configuration not stated)	96	3%	5%	5%	2%	-17%
58	CC1(C)Cc2nc3nc(SCC(=O)NCc4ccccc4)n(-c4ccccc4)c(=O)c3cc2CO1	.	.	-23%	.	-2%	0%
59	COc1ccc(/C=N/NC(=O)C(N)=O)c(OC)c1OC	-22	13%	-11%	35%[activator]	-18%	-4%
60	Cc1ccc(-c2c[n+](Cc3ccc(Cl)c(Cl)c3)c3n2CCC3)cc1	-99*	-5%	-16%	-14%	2%	?

The list continues.
#	SMILES	HCMV antiviral	AMA1-RON2 inh	Sm TGR inh	HCV inhibitor	FBPA Giardia inh	AmpC inh detg
61	Cc1cnc(NC(=O)c2ccccn2)s1	-23	28%	0%	10µM*	7.9µM*	9%
62	Cc1nnc(N2CCN(c3cccc(C(F)(F)F)c3)CC2)c2c1nnn2Cc1ccccc1	5	.	13%	.	.	14%
63	CCc1ccccc1NC(=O)CCc1c(C)nc(SC)nc1C	-17	22%	1%	?	6%	6%
64	Cc1ccc(N(Cc2ccc(C(=O)NCCSc3ccccn3)cc2)S(C)(=O)=O)cc1C	6	-6%	-14%	2%	0%	-5%
65	COc1ccc(/C=C/c2ccncc2)cc1OC	2	3%	-7%	-6%	0%	3%
66	COc1ccccc1CNc1cncnc1	12	-2%	-1%	12%	9%	-12%
67	N=C1c2ccccc2CN1c1ccc(F)c([N+](=O)[O-])c1	-34	-11%	-22%	-11%	0%	5%
68	O=[N+]([O-])c1ccc(Oc2cccc(C(F)(F)F)c2)nc1	3	4%	-23%	9%	-3%	-1%
69	Cc1ccc2c(c1)CC1(CN2C)C(=O)OC2(CCCCC2)OC1=O	4	-8%	?	18%	?	-8%
70	CC(=O)Oc1ccc(-c2cc3ccccc3oc2=O)cc1	60	-4%	.	?	.	.
71	COC(=O)c1ccc(Oc2nc3c(c(=O)n(C)c(=O)n3C)n2CCC(C)C)cc1	11	-1%	5%	-3%	-1%	-1%
72	O=C(Nc1ccc(Cl)cn1)c1ccc2c(Cl)c3c(nc2c1)CCC3	11	2%	15%	-17%	2%	-8%
73	CC(C)c1ccc2c(c1)NC(c1ccc(F)cc1)=NC(c1cccs1)=N2	14	.	-2%	.	.	8%
74	NC(=O)COC(=O)c1cccc(S(=O)(=O)N2CCN(c3ccccc3)CC2)c1	?	0%	4%	10%	8%	2%
75	O=C(NCC(c1cccnc1)N1CCc2ccccc21)c1cccc(Br)c1 (configuration not stated)	-39	.	-10%	.	.	0%
76	CCCCC(NC(=O)c1ccccc1)C(=O)OCC(=O)N1c2ccccc2Sc2ccccc21 (configuration not stated)	6	16%	10%	?	0%	1%
77	COc1ccc(CCNC(=O)CCn2c(=O)c3ccccc3n(Cc3cc(C)ccc3C)c2=O)cc1OC	3	.	-6%	.	.	-1%
